Assay outcomes deposited in PubChem BioAssay by several laboratories.
ssDAF-12 act = activates DAF-12 receptor from parasite S. stercoralis. HEK293 ssDAF-12/GRIP1 lit1-tk-luc reporter, luminescence; % of 3 µM dafachronic acid response. AID 652126. activation, % at 6.8 µM. 370,000 compounds, 1% hits;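 active = activation above the mean over all tested compounds plus 3 SD, cut at about 0.9% in these data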;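 note: 0% = DMSO-only wells and 100% = 3 µM delta7-dafachronic acid wells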
ADAM17 inh = ADAM17 inhibition, QFRET primary screen; 370,000 compounds, 0.83% hits; AID 720648; inhibition, % at 6.95 µM; P78536; recombinant ADAM17, EDANS/DABCYL FRET peptide cleavage;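 active = inhibition above the mean of compounds lying between control limits plus 3 SD, set per campaign, cut at about 8.5% in these data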;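 note: 0% = DMSO-only wells as the low control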
DAX1 inh-1 = NR0B1 (DAX1) inhibition. AID 504766. 340,000 compounds, 0.99% hits. P51843. HEK293 Gal4-DAX1 luciferase reporter, luminescence. inhibition, % at 6.75 µM;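 active = inhibition above the mean over all tested compounds plus 3 SD, cut at about 4.2% in these data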;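 note: 0% = DAX1-transfected cells with DMSO and 100% = empty-vector control cells with DMSO; inhibition shows as a rise in luminescence from relieved DAX1 repression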
Target sequence (P51843 207-470 limits assumed): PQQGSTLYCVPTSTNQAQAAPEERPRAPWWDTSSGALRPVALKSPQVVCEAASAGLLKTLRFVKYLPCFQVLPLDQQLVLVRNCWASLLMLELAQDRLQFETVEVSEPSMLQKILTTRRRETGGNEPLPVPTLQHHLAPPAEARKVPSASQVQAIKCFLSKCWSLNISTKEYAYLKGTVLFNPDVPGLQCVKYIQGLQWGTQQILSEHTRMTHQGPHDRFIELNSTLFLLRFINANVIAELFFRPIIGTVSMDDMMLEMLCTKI
MBD2 inh = blocks human MBD2 binding to methylated DNA | inhibition, % at 4.4 µM | TR-FRET, MBD2 binding to methylated oligonucleotide | Q9UBB5 | 370,000 compounds, 0.31% hits; in the data active = inhibition above about 13%
Target sequence (Q9UBB5 whole entry, looked up): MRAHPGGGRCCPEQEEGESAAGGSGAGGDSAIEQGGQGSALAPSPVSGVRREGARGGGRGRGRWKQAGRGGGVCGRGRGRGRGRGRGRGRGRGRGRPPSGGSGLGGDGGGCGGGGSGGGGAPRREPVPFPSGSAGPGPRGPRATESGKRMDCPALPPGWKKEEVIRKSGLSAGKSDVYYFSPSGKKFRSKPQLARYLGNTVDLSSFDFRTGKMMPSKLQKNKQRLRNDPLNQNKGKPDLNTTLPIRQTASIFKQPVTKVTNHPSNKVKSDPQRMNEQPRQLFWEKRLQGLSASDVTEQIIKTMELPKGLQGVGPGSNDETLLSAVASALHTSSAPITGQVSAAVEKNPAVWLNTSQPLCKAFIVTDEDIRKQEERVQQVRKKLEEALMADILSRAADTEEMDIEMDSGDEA
PLC-beta3 inh = PLC-beta3 (human) inhibition, primary screen | inhibition, % at 12.2 µM | Q01970 | 370,000 compounds, 0.18% hits | Purified PLC-beta3, fluorogenic substrate, fluorescence; in the data active = inhibition above about 11%;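 note: 0% = median of compound wells on plate and 100% = full blocker control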
SMARCA2 activ = SMARCA2 function activation, primary screen; activation, % at 9.1 µM; 370,000 compounds, 1% hits; AID 652017; MG213 cells, MMTV-luciferase reporter, dexamethasone, overnight; in the data active = activation above about 7.8%;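 note: 0% = vehicle wells and 100% = reference activator wells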
PLCg1 inh = inhibitors of human phospholipase C gamma1 | 370,000 compounds, 0.84% hits | purified PLC-gamma1, fluorogenic substrate, fluorescence | P19174 | AID 720700 | inhibition, % at 12.2 µM; in the data active = inhibition above about 9.5%
DAX1 inh-2 = blocks DAX1 repression of SF-1 activated StAR promoter; AID 652010; 370,000 compounds, 1.1% hits; HEK293T StAR-luciferase reporter, SF-1/DAX-1 repression relief; inhibition, % at 6.8 µM;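 active = inhibition above the mean over all tested compounds plus 3 SD, cut at about 3.6% in these data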;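 note: 0% = DAX-1 cells with DMSO and 100% = cells lacking DAX-1 with DMSO; higher inhibition means more luminescence from relief of DAX-1 repression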
hgDAF12 agonist = activates the H. glycines DAF-12 receptor ligand-binding domain | HEK293 GAL4-hgDAF12 UAS-luciferase reporter, agonist luminescence; normalized to butyrate control | activation, % at 6.8 µM | 370,000 compounds, 1.8% hits | AID 687014;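 active = activation above a cutoff set at the mean of all screened compounds plus 3 SD, cut at about 10% in these data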;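 note: 0% = DMSO wells and 100% = sodium butyrate wells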
NR1D1 modulator = modulators of human Rev-erb alpha DNA binding; P20393; 370,000 compounds, 0.79% hits; Rev-erbα–FITC-DNA binding, fluorescence polarization, 90 min; activity, % at 10 µM;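 active = activity above about 14%, limit read from the data; passing the limit was not always enough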;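 note: 0% = DMSO wells with 35 nM protein and 100% = DMSO wells with 750 nM protein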
hcDAF12 agonist = activates DAF-12 receptor from parasite H. contortus | HEK293 hcDAF-12 lit1-tk-luc reporter, luminescence; 0% DMSO, 100% Δ7-dafachronic acid | activation, % at 6.8 µM | 370,000 compounds, 1.4% hits;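 active = activation above the mean of all tested compounds plus 3 SD, cut at about 5.5% in these data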;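 note: 100% = response to 3 µM Δ7-dafachronic acid high control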
* hit, by the source's call.

Preview:
For COc1ccc(NC(=O)C2CCN(C(=O)C3CC(=O)N(c4ccc(C)cc4)C3)CC2)c(OC)c1 (centres undefined) the results were ssDAF-12 act -1.5, ADAM17 inh 0, DAX1 inh-1 -0.5, MBD2 inh -5, PLC-beta3 inh 1, SMARCA2 activ 1, PLCg1 inh 5, DAX1 inh-2 -0.1, hgDAF12 agonist -2.2, NR1D1 modulator -1 and hcDAF12 agonist 3.3.
For O=C(c1ccc(Br)s1)N1CCN(c2ncccn2)CC1 the results were ssDAF-12 act -1.5, ADAM17 inh -3, DAX1 inh-1 -0.3, MBD2 inh -5, PLC-beta3 inh 0, SMARCA2 activ -1, PLCg1 inh 2, DAX1 inh-2 -0.7, hgDAF12 agonist -0.6, NR1D1 modulator 1 and hcDAF12 agonist -2.4.

The whole of this part, from the start:
For COc1ccc(NC(=O)C2CCN(C(=O)C3CC(=O)N(c4ccc(C)cc4)C3)CC2)c(OC)c1 (centres undefined) the results were ssDAF-12 act -1.5, ADAM17 inh 0, DAX1 inh-1 -0.5, MBD2 inh -5, PLC-beta3 inh 1, SMARCA2 activ 1, PLCg1 inh 5, DAX1 inh-2 -0.1, hgDAF12 agonist -2.2, NR1D1 modulator -1 and hcDAF12 agonist 3.3.
For O=C(c1ccc(Br)s1)N1CCN(c2ncccn2)CC1 the results were ssDAF-12 act -1.5, ADAM17 inh -3, DAX1 inh-1 -0.3, MBD2 inh -5, PLC-beta3 inh 0, SMARCA2 activ -1, PLCg1 inh 2, DAX1 inh-2 -0.7, hgDAF12 agonist -0.6, NR1D1 modulator 1 and hcDAF12 agonist -2.4.
COc1ccccc1/C=N/NC(=O)c1ccc(NC(=O)c2ccccc2Br)cc1 was read as ssDAF-12 act -2.0, ADAM17 inh 2, DAX1 inh-1 -0.5, MBD2 inh 2, PLC-beta3 inh -4, SMARCA2 activ -2, PLCg1 inh -5, DAX1 inh-2 -0.3, hgDAF12 agonist 3.1, NR1D1 modulator -4 and hcDAF12 agonist -3.1.
`Cc1cnc(-c2nc3ccccc3n2C(C(=O)NC(C)(C)C)c2cc3ccccc3o2)cn1` (centres undefined) gave ssDAF-12 act -0.3, ADAM17 inh -8, MBD2 inh -2, PLC-beta3 inh -32, SMARCA2 activ 0, PLCg1 inh -20, DAX1 inh-2 0.0, hgDAF12 agonist 3.5, NR1D1 modulator 1 and hcDAF12 agonist 2.0.
`CCOCCCNC(=O)c1ccc2nc(-c3ccc(OC)c(OC)c3)c(-c3ccc(OC)c(OC)c3)nc2c1` gave ssDAF-12 act -1.5, ADAM17 inh 1, DAX1 inh-1 0.8, MBD2 inh -2, PLC-beta3 inh -325, SMARCA2 activ -3, PLCg1 inh -236, DAX1 inh-2 -0.9, hgDAF12 agonist -3.9, NR1D1 modulator -6 and hcDAF12 agonist -3.7.
O=C(O)CSCC(=O)NC1CCCc2ccccc21 (centres undefined) was read as ssDAF-12 act -2.0, ADAM17 inh 1, DAX1 inh-1 -0.2, MBD2 inh -5, PLC-beta3 inh -3, SMARCA2 activ 6, PLCg1 inh -2, DAX1 inh-2 0.4, hgDAF12 agonist -2.3, NR1D1 modulator 1 and hcDAF12 agonist 1.7.
`O=C(Nc1ccccc1Cl)c1cc(C2CCCCN2C(=O)CCc2ccccc2)on1` (centres undefined) gave ssDAF-12 act -1.4, ADAM17 inh 2, MBD2 inh -5, PLC-beta3 inh 3, SMARCA2 activ -4, PLCg1 inh 2, DAX1 inh-2 0.3, hgDAF12 agonist 4.1, NR1D1 modulator -3 and hcDAF12 agonist 0.6.
Cc1cc(-c2nnc3n2N=C(C(C)(C)C)CS3)n[nH]1 was read as ssDAF-12 act -1.1, ADAM17 inh 4, DAX1 inh-1 -0.1, MBD2 inh 1, PLC-beta3 inh 2, SMARCA2 activ -2, PLCg1 inh 6, DAX1 inh-2 0.5, hgDAF12 agonist 1.8, NR1D1 modulator 5 and hcDAF12 agonist -0.9.
`CN(C(=O)c1ccc(S(=O)(=O)N2CCOCC2)cc1)C1CCS(=O)(=O)C1` (centres undefined) gave ssDAF-12 act -1.2, ADAM17 inh -5, DAX1 inh-1 -0.4, MBD2 inh -1, PLC-beta3 inh -2, SMARCA2 activ 0, PLCg1 inh 7, DAX1 inh-2 1.1, hgDAF12 agonist 1.0, NR1D1 modulator 7 and hcDAF12 agonist -1.3.
Screening Cc1ccnc2nc(C(=O)OCC(=O)N(CC(C)C)C3CCS(=O)(=O)C3)nn12 (centres undefined) returned ssDAF-12 act -1.6, ADAM17 inh -3, DAX1 inh-1 1.7, MBD2 inh -4, PLC-beta3 inh 0, SMARCA2 activ -3, PLCg1 inh -1, DAX1 inh-2 -0.2, hgDAF12 agonist 1.4, NR1D1 modulator -3 and hcDAF12 agonist -2.1.
For COc1ccccc1NC(=O)CSc1nc(=O)n(Cc2ccncc2)c2c1CCCC2 the results were ssDAF-12 act -0.3, ADAM17 inh -1, DAX1 inh-1 -0.7, MBD2 inh -3, PLC-beta3 inh -4, SMARCA2 activ 4, PLCg1 inh 3, DAX1 inh-2 -0.2, hgDAF12 agonist 2.4, NR1D1 modulator -1 and hcDAF12 agonist 1.0.
Screening O=C(c1ccc(Cl)c(S(=O)(=O)N2CCCC2)c1)N1CCN(c2ncccn2)CC1 returned ssDAF-12 act -1.3, ADAM17 inh -12, DAX1 inh-1 -0.4, MBD2 inh 9, PLC-beta3 inh 0, SMARCA2 activ -4, PLCg1 inh 2, DAX1 inh-2 -0.4, hgDAF12 agonist -1.2, NR1D1 modulator 4 and hcDAF12 agonist -2.0.
C=CCNC(=O)N1CCC(c2nc3ccc(Cl)cc3[nH]2)CC1 was read as ssDAF-12 act -0.5, ADAM17 inh 3, MBD2 inh 1, PLC-beta3 inh 4, SMARCA2 activ 9.7*, PLCg1 inh 6, DAX1 inh-2 0.7, hgDAF12 agonist -4.5, NR1D1 modulator -2 and hcDAF12 agonist 0.9.
Screening O=C(OCc1ccccc1)N1CCC2CC1c1ccc(N3CCN(Cc4ccc5c(c4)OCO5)CC3)cc12 (centres undefined) returned ssDAF-12 act -0.8, ADAM17 inh 3, MBD2 inh -4, PLC-beta3 inh 0, SMARCA2 activ -4, PLCg1 inh -2, DAX1 inh-2 -3.7, hgDAF12 agonist -0.9, NR1D1 modulator 5 and hcDAF12 agonist -1.0.
Screening O=C1C(=O)N(CCN2CCOCC2)C(c2cccnc2)/C1=C(/O)c1ccc(Cl)cc1 (centres undefined) returned ssDAF-12 act -1.1, ADAM17 inh 0, DAX1 inh-1 0.1, MBD2 inh -1, PLC-beta3 inh 4, SMARCA2 activ 0, PLCg1 inh 1, DAX1 inh-2 0.0, hgDAF12 agonist 0.7, NR1D1 modulator -4 and hcDAF12 agonist -0.6.
Screening CCc1ccccc1NC(=O)C1CCCN(c2nn3c(=O)cc(C)nc3s2)C1 (centres undefined) returned ssDAF-12 act -0.5, ADAM17 inh -3, DAX1 inh-1 -1.4, MBD2 inh 4, PLC-beta3 inh 1, SMARCA2 activ -1, PLCg1 inh -1, DAX1 inh-2 0.9, hgDAF12 agonist -0.1, NR1D1 modulator 1 and hcDAF12 agonist 1.5.
Screening Cc1cccc(C=NNc2cc(C)c3cccc(C)c3n2)n1 returned ssDAF-12 act 0.6, ADAM17 inh 1, MBD2 inh -1, PLC-beta3 inh -23, SMARCA2 activ 6, PLCg1 inh -11, DAX1 inh-2 1.3, hgDAF12 agonist 12*, NR1D1 modulator 10 and hcDAF12 agonist 3.9.
`O=C(CCCn1cnc([N+](=O)[O-])n1)Nc1cc(Cl)ccc1O` gave ssDAF-12 act -0.9, ADAM17 inh 0, DAX1 inh-1 -0.1, MBD2 inh 0, PLC-beta3 inh 0, SMARCA2 activ 1, PLCg1 inh 0, DAX1 inh-2 -0.5, hgDAF12 agonist 3.7, NR1D1 modulator 2 and hcDAF12 agonist 1.6.
`COc1ccc(NC(=O)CN2C(=O)CSC(C)C2=O)c(OC)c1` (centres undefined) gave ssDAF-12 act -1.4, ADAM17 inh -1, DAX1 inh-1 -0.4, MBD2 inh 0, PLC-beta3 inh 0, SMARCA2 activ -2, PLCg1 inh 2, DAX1 inh-2 -0.2, hgDAF12 agonist 1.1, NR1D1 modulator 4 and hcDAF12 agonist 0.7.
`CCCC(C)NC(=O)c1sc2nc3n(c(=O)c2c1C)CCC3` (centres undefined) gave ssDAF-12 act -1.0, ADAM17 inh -2, DAX1 inh-1 -0.4, MBD2 inh 5, PLC-beta3 inh 0, SMARCA2 activ -2, PLCg1 inh 0, DAX1 inh-2 0.7, hgDAF12 agonist 2.2, NR1D1 modulator -5 and hcDAF12 agonist 0.7.
For Cc1ccc(C)c(NC(=O)C2CCCN2S(=O)(=O)c2cccc3cccnc23)c1 (centres undefined) the results were ssDAF-12 act -1.5, ADAM17 inh 2, MBD2 inh -4, PLC-beta3 inh 4, SMARCA2 activ -1, PLCg1 inh 3, DAX1 inh-2 -1.0, hgDAF12 agonist 2.1, NR1D1 modulator 3 and hcDAF12 agonist -2.9.
C=CCNC(=S)NNC(=O)c1ccc([N+](=O)[O-])cc1 was read as ssDAF-12 act -1.0, ADAM17 inh -3, DAX1 inh-1 0.7, MBD2 inh 0, PLC-beta3 inh -1, SMARCA2 activ 0, PLCg1 inh 3, DAX1 inh-2 -0.2, hgDAF12 agonist -0.2, NR1D1 modulator 5 and hcDAF12 agonist -0.7.
`COc1cc(NS(=O)(=O)c2ccccc2)ccc1-n1nc(C)cc1C` gave ssDAF-12 act -1.2, ADAM17 inh -4, DAX1 inh-1 -0.7, MBD2 inh 3, PLC-beta3 inh 0, SMARCA2 activ -4, PLCg1 inh 4, DAX1 inh-2 -0.4, hgDAF12 agonist -1.3, NR1D1 modulator 6 and hcDAF12 agonist -0.2.
Screening CCC(=O)N1c2ccc(S(=O)(=O)NCc3ccco3)cc2CC1C (centres undefined) returned ssDAF-12 act -0.6, ADAM17 inh -4, DAX1 inh-1 0.0, MBD2 inh 3, PLC-beta3 inh -11, SMARCA2 activ 5, PLCg1 inh -5, DAX1 inh-2 0.1, hgDAF12 agonist 0.5, NR1D1 modulator 1 and hcDAF12 agonist -0.4.
COc1cccc(Cn2c(-c3cccs3)noc2=O)c1 was read as ssDAF-12 act -1.3, ADAM17 inh -3, DAX1 inh-1 0.6, MBD2 inh -6, PLC-beta3 inh 5, SMARCA2 activ 0, PLCg1 inh -1, DAX1 inh-2 -0.5, hgDAF12 agonist 1.1, NR1D1 modulator 1 and hcDAF12 agonist 0.0.
O=C1C(CO)C(CO)C(CO)C1CO (centres undefined) was read as ssDAF-12 act -0.9, ADAM17 inh -2, DAX1 inh-1 0.3, MBD2 inh 1, PLC-beta3 inh 1, SMARCA2 activ -4, PLCg1 inh 2, DAX1 inh-2 0.2, hgDAF12 agonist 0.6, NR1D1 modulator 0 and hcDAF12 agonist 2.7.
`Cc1ccc2cc(C(c3nnnn3Cc3ccccc3)N3CCN(c4ccccc4)CC3)c(=O)[nH]c2c1` (centres undefined) gave ssDAF-12 act -1.1, ADAM17 inh 1, DAX1 inh-1 0.6, MBD2 inh -1, PLC-beta3 inh -10, SMARCA2 activ -2, PLCg1 inh -8, DAX1 inh-2 -0.6, hgDAF12 agonist -2.8, NR1D1 modulator -2 and hcDAF12 agonist -1.0.

The order is random; 7.4% or so of the library scored in one or more.
